Assay outcomes: PubChem BioAssay, several laboratories
LMPTP inh: LMPTP phosphatase inhibitors, primary screen, biochemical, fluorescence intensity, uHTS. inhibition, % at 20 µM. AID 651560, 2012. recombinant LMPTP-A, OMFP fluorogenic substrate. 360,000 compounds, 0.22% hits. Low molecular weight phosphotyrosine protein phosphatase (Homo sapiens), P24666;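 active means compounds that cut the enzyme signal by at least half of the control window in the single-dose screen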;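 further: plate controls were DMSO wells with enzyme plus substrate for no effect and substrate without enzyme for full effect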
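Test system – LMPTP-A enzyme · Amount – LMPTP-A at 0.625 nM final in the reaction · Buffer or medium – Bis-Tris pH 6.0, DTT, detergent · Reagent – OMFP 400 µM · Doses – single 20 µM dose · Schedule – reaction 50 min, room temperature, dark · Detection – fluorescence intensity of OMFP turnover product · Evaluation – percent inhibition versus substrate-only and uninhibited controls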
Rpn11 inh: Rpn11 (PSMD14) deubiquitinase inhibitors, primary screen, biochemical, fluorescence polarization, uHTS. 26S proteasome non-ATPase regulatory subunit 14 (Homo sapiens), O00487. human 26S proteasome, Ub4-pepOG fluorescence polarization; 20S core pre-blocked with epoxomicin. calls only at 20 µM. 360,000 compounds, 0.59% hits. AID 588493, 2011;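 active means inhibition at 20 µM, scaled to each plate's controls, above about 33%, limit read from the data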
SUMO1-SIM PPI: modulators of SUMO1 protein-protein interactions, primary screen, biochemical, uHTS; Small ubiquitin-related modifier 1 (Homo sapiens), P63165; SUMO1 binding to a labelled peptide, TR-FRET, 1 h; inhibition, % at 20 µM; 360,000 compounds, 0.33% hits; AID 602429, 2012; in the data active means inhibition above about 37%
PABP1 MLLE inh: inhibitors of PABP1 MLLE–PAM2 peptide binding, primary screen, biochemical, fluorescence polarization, FITC-PAM2, GST-MLLE; Polyadenylate-binding protein 1 (Homo sapiens), P11940; inhibition, % at 20 µM; 360,000 compounds, 0.36% hits; in the data active means inhibition above about 35%, passing the limit was not always enough;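 further: plate controls were DMSO wells with GST-MLLE for no effect and wells lacking GST-MLLE protein for full effect; some results filed as inactive read as strong as hits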
STEP inh: STEP phosphatase inhibitors, primary screen, biochemical, fluorescence intensity, uHTS; inhibition, % at 20 µM; 360,000 compounds, 0.25% hits; AID 588621, 2011; recombinant STEP, OMFP fluorogenic substrate; Tyrosine-protein phosphatase non-receptor type 5 (Homo sapiens), P54829;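 active means inhibition at 20 µM, scaled per plate between control wells, above about 37%, limit read from the data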;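 further: 0% = DMSO with enzyme and substrate and 100% = substrate only without enzyme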
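Assay system: isolated STEP enzyme. Buffer or medium: pH 6.0 Bis-Tris with DTT and Tween 20. Also added: fluorogenic phosphatase substrate OMFP at 25 µM final. Dosing: 20 µM, 1% DMSO. Timing: 20 min reaction, room temperature, in the dark. Measured by: fluorescence intensity, excitation 480 nm, emission 540 nm. Evaluation: normalized % inhibition.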
CSN deneddyl inh: inhibitors of CSN-mediated cullin deneddylation, primary screen, biochemical, fluorescence polarization, uHTS; COP9 signalosome complex subunit 5 (Homo sapiens), Q92905; Purified CSN, SCF-Nedd8-OG deneddylation; inhibition, % at 12.5 µM; 360,000 compounds, 0.38% hits;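 active means pattern-corrected inhibition above about 35%, with an unprinted fluorescence ratio check between 0.5 and 1.5, limit read from the data, passing the limit was not always enough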;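 further: 0% = enzyme with substrate and 100% = substrate without enzyme; some results filed as inactive read as strong as hits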
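Schedule: reaction 90 min, room temperature / Assay system: HEK293T-derived human Csn5 enzyme / Input: Csn5 at 0.24 nM final / Measure: inhibition of Csn5 cleavage, % / Control set: substrate-only high control, full reaction low control / Technique: fluorescence polarization of the substrate / Buffer or medium: Tris/NaCl/DTT buffer, pH 7.5 / Reagent: SCFSkp2-Nedd8OG substrate at 10 nM final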
TbMetRS inhib: T. brucei MetRS inhibitors, primary screen, biochemical, luminescence; purified T. brucei MetRS, ATP depletion, Kinase-Glo luminescence; inhibition, % at 11.9 µM; 360,000 compounds, 0.4% hits;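 active means inhibition above a per-plate cutoff of the control wells' mean inhibition plus 3 SD, cut at about 5.5% in these data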;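 further: 0% = DMSO wells median and 100% = median of wells with control inhibitor compound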
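Measured by: Kinase-Glo luciferase luminescence reporting remaining unconsumed ATP. Material: purified T. brucei MetRS enzyme. Doses: 11.9 µM compound single dose, 0.9% DMSO. Medium: HEPES buffer containing pyrophosphatase, BSA, spermine, DTT. Times: 15 min preincubation, 2 h reaction, all 25 °C. Reagent: methionine, ATP and bulk E. coli tRNA.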
DNMT1 block: human DNMT1 methyltransferase inhibitors, primary screen, biochemical, molecular beacon, fluorescence, HinP1I cleavage, uHTS; DNA (cytosine-5)-methyltransferase 1 (Homo sapiens), P26358; inhibition (reported as % activation of signal), % at 10 µM; 360,000 compounds, 0.83% hits; AID 588458, 2011; in the data active means inhibition above about 50%
Target sequence (P26358 504-1616 limits assumed): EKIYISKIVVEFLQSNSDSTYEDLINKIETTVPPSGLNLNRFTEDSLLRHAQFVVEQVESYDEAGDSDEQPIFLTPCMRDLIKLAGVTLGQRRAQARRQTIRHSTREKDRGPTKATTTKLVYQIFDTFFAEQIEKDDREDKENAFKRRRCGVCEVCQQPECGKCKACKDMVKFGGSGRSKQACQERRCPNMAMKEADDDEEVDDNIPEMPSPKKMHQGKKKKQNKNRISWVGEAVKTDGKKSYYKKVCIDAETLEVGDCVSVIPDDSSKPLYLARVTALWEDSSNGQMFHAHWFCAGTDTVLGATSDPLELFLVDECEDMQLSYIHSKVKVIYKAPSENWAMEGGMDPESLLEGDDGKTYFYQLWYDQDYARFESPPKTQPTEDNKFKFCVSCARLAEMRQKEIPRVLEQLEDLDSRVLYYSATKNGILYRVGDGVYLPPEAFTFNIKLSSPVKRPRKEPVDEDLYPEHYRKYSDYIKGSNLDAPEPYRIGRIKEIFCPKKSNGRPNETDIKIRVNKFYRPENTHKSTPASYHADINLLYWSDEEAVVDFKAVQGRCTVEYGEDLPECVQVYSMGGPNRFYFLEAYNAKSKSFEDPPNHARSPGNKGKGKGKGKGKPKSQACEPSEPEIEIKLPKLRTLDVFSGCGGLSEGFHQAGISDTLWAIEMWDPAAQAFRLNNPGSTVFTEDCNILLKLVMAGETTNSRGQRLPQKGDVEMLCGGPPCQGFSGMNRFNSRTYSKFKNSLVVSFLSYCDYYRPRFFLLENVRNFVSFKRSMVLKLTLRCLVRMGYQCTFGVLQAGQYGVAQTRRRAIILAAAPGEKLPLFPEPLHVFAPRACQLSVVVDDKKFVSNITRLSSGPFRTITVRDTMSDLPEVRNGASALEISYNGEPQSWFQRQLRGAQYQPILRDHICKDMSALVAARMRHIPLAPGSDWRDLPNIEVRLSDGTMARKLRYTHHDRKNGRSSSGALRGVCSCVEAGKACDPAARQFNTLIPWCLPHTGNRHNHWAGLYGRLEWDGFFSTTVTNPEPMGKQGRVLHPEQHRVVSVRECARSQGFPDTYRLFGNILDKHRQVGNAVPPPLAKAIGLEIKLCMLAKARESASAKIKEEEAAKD
Scp1 inh: Scp-1 phosphatase inhibitors, primary screen, biochemical, colorimetric, uHTS; Carboxy-terminal domain RNA polymerase II polypeptide A small phosphatase 1 (Homo …; Recombinant Scp1, phosphopeptide, malachite green phosphate absorbance; inhibition, % at 20 µM; 340,000 compounds, 0.88% hits;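 active means inhibition above about 50% at 20 µM, limit read from the data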;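 further: plate controls were DMSO wells with enzyme for no effect and wells lacking enzyme for full effect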
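Test system: SCP-1 catalytic domain; Buffer or medium: Acidic Tris acetate buffer with magnesium and detergent; Also added: Phosphorylated 17-residue peptide substrate; Compound: single 20 µM dose, 1% DMSO; Schedule: enzyme reaction 45 min at room temperature, colour 5 min, stabilisation 30 min; Signal: Phosphate-binding colour reagent, absorbance read at 630 nm.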
NadD block: inhibitors of S. aureus NadD, primary screen, biochemical, colorimetric, uHTS | purified NadD enzyme, colorimetric absorbance read-out | inhibition, % at 20 µM | AID 602399, 2012 | Nicotinate-nucleotide adenylyltransferase NadD (Staphylococcus aureus N315) | 360,000 compounds, 0.78% hits; in the data active means inhibition above about 26%; further: some compounds past the cut are filed as inactive
* = called active by the depositor; i = inactive; x = not tested or not shown; + = active, no number.

SMILES | LMPTP inh | Rpn11 inh | SUMO1-SIM PPI | PABP1 MLLE inh | STEP inh | CSN deneddyl inh | TbMetRS inhib | DNMT1 block | Scp1 inh | NadD block
COc1ccc(Nc2cc(=O)n(-c3ccccc3)c3c2c(=O)n(C)c(=O)n3C)cc1 | -1.3 | i | 0 | 4 | 2 | 3 | 0.1 | -4 | -4 | 8
O=C(NCc1cccnc1)c1cc(C2CCCN(C(=O)CCCc3ccccc3)C2)on1 (stereo not drawn) | -0.5 | i | -5 | 4 | 1 | -1 | -0.1 | -5 | x | 1
CCOC(=O)c1c(C)[nH]c(C)c1S(=O)(=O)NC(CC)CN1CCOCC1 (stereo not drawn) | -0.7 | i | 2 | 1 | 8 | 0 | 0.4 | 0 | -10 | 2
O=c1c2ccccc2n(Cc2ccc(Cl)cc2)c(=O)n1Cc1ccco1 | 1.5 | i | 0 | -7 | 5 | 2 | -0.5 | 2 | -3 | -7
CCCCCn1c(=O)[nH]c2cc(C(=O)Nc3ccc(OC)cc3)ccc2c1=O | 7.3 | i | 13 | -6 | 0 | 1 | 0.1 | 22 | -5 | -2
COc1ccc(C)cc1-n1c(SCC(=O)Nc2cccc(C(=O)O)c2)nc2ccccc2c1=O | -1.1 | i | 8 | 3 | 2 | -2 | 0.0 | 0 | -4 | -2
Cc1cc(Cl)ccc1OCC(=O)NCCCCc1ccccc1 | 3.2 | i | 1 | 5 | 3 | 4 | 0.4 | 8 | -14 | -5
COc1ccc2c(c1)C(=NN)c1cc(OC)ccc1-2 | -0.2 | i | -34 | 4 | -1 | 2 | -0.7 | -13 | -4 | -4
O=C(N/N=C/c1cccc([N+](=O)[O-])c1)c1cnccn1 | -1.2 | i | -24 | -7 | -1 | -1 | 0.0 | 2 | -5 | 4
O=C(Cn1c2ccccc2c(=O)c2ccccc21)N/N=C/c1cc([N+](=O)[O-])ccc1N1CCCCCC1 | 66* | + | -7 | -67 | 89* | 34 | 0.2 | 72* | 87* | 50*
Cc1nc2c(cc1C(=O)N/N=C/c1ccc([N+](=O)[O-])cc1)c(=O)n(C)c(=O)n2C | -0.4 | i | -11 | 4 | -2 | -1 | 0.4 | 7 | 2 | -1
CCOCCCNC(=O)c1[nH]c(C)c(C(C)=O)c1C | 0.2 | i | -2 | 2 | -1 | -3 | -1.2 | 5 | 5 | -10
CN(C(=O)c1ccc(NC(=O)Cc2ccc(NC(=O)C3CCCN(C(=O)C4CCC4)C3)cc2)cc1)C1CCCC1 (stereo not drawn) | -0.9 | i | 6 | -2 | -2 | -3 | -0.7 | -1 | -8 | 10
Cc1cc(C)n(-c2c(C)[nH]c3ccccc23)n1 | -0.6 | i | 4 | 6 | 2 | -3 | -0.3 | -8 | 0 | -7
CN(C)CCN(Cc1ccco1)S(=O)(=O)c1ccc(-c2ccc(=O)[nH]n2)s1 | -1.9 | i | -25 | 8 | 1 | 0 | -0.8 | -1 | -2 | -4
CC(C)[C@H](NC(=O)c1ccccc1F)C(=O)Nc1nc2c(s1)CCCC2 | 0.5 | i | -5 | 5 | -2 | 5 | 0.1 | 0 | 1 | -6
CCc1ccc(C(O)c2ncc(-c3ccc(C(F)(F)F)cc3)[nH]2)cc1 (stereo not drawn) | 2.3 | i | -1 | 10 | 1 | 7 | -0.5 | -1 | x | 6
N#Cc1c(N)nc2c(c1-c1ccncc1)CCCCCC2 | 0.2 | i | -3 | -6 | -2 | -5 | 0.3 | 20 | 0 | 2
CCOCc1c(C(=O)OCC(=O)NCc2ccc(F)cc2)oc2ccccc12 | 0.0 | i | 3 | 2 | 1 | 6 | -0.2 | -1 | -5 | -6
COc1ccc(S(=O)(=O)N2CCC(C(=O)NC3CC3)CC2)cc1C | -0.7 | i | 3 | 10 | -2 | -3 | 0.2 | 2 | -7 | 3
COc1ccc(-c2c(C)n([O-])c3c([n+]2=O)CCC3)cc1OC | -1.4 | i | -13 | -7 | 4 | -4 | -0.1 | -2 | -7 | 1
CCOc1ccc(CCNC(=O)c2nnc(CS(=O)(=O)c3ccccc3)o2)cc1OCC | -6.1 | i | 5 | 9 | -1 | 3 | -0.3 | -3 | 4 | 1
CC1(C(=O)Nc2ccc3c(c2)OCCO3)CCN1Cc1ccc(-c2ccccn2)cc1 (stereo not drawn) | -1.6 | i | 4 | -9 | -5 | -4 | 0.5 | 1 | x | 5
CCOc1ccc(NC(=O)C(=O)N/N=C\c2ccc(CNS(=O)(=O)c3ccccc3)o2)cc1 | 0.8 | i | 3 | 6 | 1 | -2 | 0.0 | 38 | 5 | 13
Cc1ccc(-c2nc(N)s[n+]2-c2ccccc2)cc1 | 1.1 | i | 3 | 40* | 0 | -15 | -0.6 | 1 | 88* | 10

Entries above that bear a hit mark in Rpn11 inh.
molecule,LMPTP inh,Rpn11 inh,SUMO1-SIM PPI,PABP1 MLLE inh,CSN deneddyl inh,TbMetRS inhib,DNMT1 block,Scp1 inh,NadD block
O=C(Cn1c2ccccc2c(=O)c2ccccc21)N/N=C/c1cc([N+](=O)[O-])ccc1N1CCCCCC1,66*,+,-7,-67,34,0.2,72*,87*,50*

(next part)
SMILES | LMPTP inh | Rpn11 inh | SUMO1-SIM PPI | PABP1 MLLE inh | STEP inh | CSN deneddyl inh | TbMetRS inhib | DNMT1 block | Scp1 inh | NadD block
O=C(CSc1nnc(-c2cccnc2)s1)Nc1ccc(C(=O)O)cc1 | -2.1 | i | 4 | 0 | 1 | -17 | -0.4 | 5 | 5 | -1
O=C(NCC(=O)N1CCOCC1)OCc1ccccc1 | -1.1 | i | -3 | 5 | -2 | -2 | -0.7 | 0 | -8 | -7
CC(NC(=O)/C=C/c1ccco1)c1nc2ccccc2n1Cc1cccc(Cl)c1 (stereo not drawn) | -0.7 | i | -3 | -4 | 1 | -7 | -1.6 | -11 | 5 | 6
CSCCC(NC(=O)c1ccco1)C(=O)NCC(c1ccccc1)N(C)C (stereo not drawn) | -10 | i | -25 | 20 | 2 | -3 | -0.2 | -3 | -6 | 1
c1ccc(CCNc2nc3ccccc3s2)cc1 | -2.4 | i | 3 | -8 | -1 | 1 | -1.4 | -2 | -8 | -2
CCOc1ccc(C(=O)OCn2nnc3ccccc3c2=O)cc1OC | -0.8 | i | -1 | 4 | 1 | 3 | -0.9 | 8 | -3 | -3
CCc1ccc(OCCCOc2ccc(C=O)cc2)cc1 | 5.1 | i | 0 | 9 | 2 | -1 | -0.6 | 5 | -11 | 5
O=C(CCNC(=O)c1ccccc1Cl)Nc1ccc(S(=O)(=O)N2CCOCC2)cc1 | -1.8 | i | 3 | 9 | -2 | 3 | -0.3 | 0 | x | 2
Cc1ccccc1NC(=O)Cc1nc(COC(=O)Cc2ccccc2F)cs1 | 0.3 | i | 4 | 17 | 1 | -1 | 0.0 | -3 | -8 | -6
CN(CC(=O)Nc1ccc(Cl)c(C(F)(F)F)c1)C(=O)C1CC(=O)N(c2ccc3c(c2)OCCO3)C1 (stereo not drawn) | 1.3 | i | 6 | -34 | -3 | -4 | 0.6 | -5 | x | -1
COc1cc(OC)c2c(N)c(C#N)c(C(F)(F)C(F)(F)F)nc2c1 | 0.0 | i | 20 | -3 | 1 | 4 | 0.1 | 5 | -5 | -3
C[C@H](NC(=O)[C@@H]1Cc2ccccc2CN1)C(=O)Nc1ccc2c(c1)OCCO2 | 0.3 | i | 3 | 5 | 0 | 0 | -0.9 | -2 | 7 | -6
COc1ccc2oc(=N)c(-c3nnc4n3CCCCC4)cc2c1 | -1.4 | i | -10 | -9 | -1 | 2 | -0.8 | 4 | -9 | 4
Cc1c(C(=O)N2CCCC2)oc2c1-c1nn(CC(=O)NCCCN3CCCCC3)cc1CC2 | -1.4 | i | 1 | 5 | -1 | -3 | -0.3 | -4 | 4 | -8
CC(C)C(c1nnnn1C1CCCC1)N1CCOCC1 (stereo not drawn) | -4.7 | i | -2 | 16 | 3 | 1 | -0.3 | 4 | -2 | 7
COc1ccc(-c2nc(C#N)c(N3CCN(c4ccccc4)CC3)o2)cc1 | 2.4 | i | -8 | -1 | 2 | 5 | -0.9 | 1 | -12 | 0
NNC(=O)CCS(=O)(=O)c1ccc2ccccc2c1 | 1.2 | i | -6 | -12 | -3 | 7 | -0.1 | 4 | -5 | 9
Cc1cc(C)n(C(=O)CNc2cccc(Cl)c2C)n1 | 1.0 | i | 0 | -5 | 1 | -1 | 0.1 | 4 | -9 | 6
Cc1cc(C)c(S(=O)(=O)N2CCN(C(=O)CCn3nc(C)c(C)c3C)CC2)c(C)c1 | 0.1 | i | 0 | -15 | -3 | -1 | -1.3 | 0 | 7 | -1
Cc1nn(Cc2ccccc2)c2ncccc12 | -0.5 | i | 21 | 5 | -1 | 4 | 0.2 | 2 | -7 | 3
O=C(NCC1CCCO1)C1CC(=O)N(c2ccc(Cl)cc2)C1 (stereo not drawn) | 0.6 | i | 5 | -1 | 2 | 2 | -0.8 | 1 | 1 | 5
Cc1cc(NC(=O)C2CC(=O)OC2c2ccccc2)no1 (stereo not drawn) | -1.7 | i | 0 | 10 | 0 | 4 | -0.3 | 4 | -7 | -1
